Assay outcomes from PubChem.
KOR beta-arrestin-1: KOR agonists, beta-arrestin recruitment, primary screen, cell-based, luminescence, uHTS (AID 1777). 0.02% of 280,000 active. one-dose activation, % at 10 µM; EC50 in µM for titrated hits. KOR beta-arrestin recruitment, luminescence; higher % means a stronger effect; in the data active = activation above about 50%, passing the limit was not always enough; note: a part of the inactive calls stands beside numbers as strong as those of hits
NOD2 inhibition: inhibition of NOD2-driven NF-kB reporter – cell-based, luminescence, uHTS, HEK293 (AID 1566). one-dose inhibition, % at 4 µM; EC50 in µM for titrated hits. 0.63% of 290,000 active. HEK293 NOD2/NF-kB luciferase reporter, luminescence; higher % means a stronger effect; note: many of its hits are not listed in these tables
TNAP activators: human TNAP enzyme activators, primary screen, biochemical, luminescent, no phosphate acceptor, uHTS (AID 1001) | 0.03% of 200,000 active | one-dose activation fold at 20 µM; EC50 in µM for titrated hits | purified TNAP, luminescent activation assay, no phosphate acceptor; higher activation fold means a stronger effect; in the data active = activation fold from about 3, or a potency from the dose series; inactive = the rest, 99 in 100 with activation fold below about 1.6; note: many of its hits are not listed in these tables
LYP phosphatase: inhibitors of LYP phosphatase, biochemical, fluorescence intensity, uHTS (AID 1779); inhibition, % at 11.5 µM; hits with a dose series show IC50 in µM; 0.054% of 290,000 active; recombinant LYP phosphatase, fluorescence intensity; higher % means a stronger effect;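 note: plate controls were vehicle with enzyme for no effect and no enzyme for full effect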
PMI inhibitors: inhibitors of human PMI, primary screen, biochemical, fluorescence intensity, coupled assay (AID 1209) | purified PMI enzyme, coupled fluorescence intensity; higher % means a stronger effect | 0.42% of 190,000 active | one-dose inhibition, % at 20 µM; IC50 in µM for titrated hits;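 note: plate controls were DMSO vehicle for no effect and wells lacking substrate for full effect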
human PMI inhibitors: MPI inhibition at elevated mannose 6-phosphate – biochemical, fluorescence intensity, high mannose 6-phosphate, primary screen (AID 1220). recombinant PMI enzyme, coupled fluorescence intensity; higher % means a stronger effect. inhibition, % at 20 µM; hits with a dose series show IC50 in µM. 0.66% of 190,000 active
KOR beta-arrestin-2: KOR antagonists, beta-arrestin recruitment, cell-based, luminescence, uHTS (AID 1778); KOR beta-arrestin recruitment, luminescence, antagonist mode; higher % means a stronger effect; one-dose inhibition, % at 10 µM; IC50 in µM for titrated hits; 0.091% of 290,000 active; note: strong numbers were not always called active
NOD1 NF-kB reporter: inhibition of NOD1-driven NF-kB reporter – cell-based, luminescence, uHTS, primary screen (AID 1578) | 1% of 290,000 active | inhibition, % at 4 µM, or EC50 in µM where a hit was titrated | NOD1-driven NF-kB luciferase reporter cells, luminescence; higher % means a stronger effect; in the data active = inhibition mostly above about 36%, no sharp cut-off; inactive = mostly below about 34%;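 note: HEK-293T reporter cells stimulated with the NOD1 agonist gamma-tri-DAP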
XIAP displacement: small molecules displacing peptide from XIAP – biochemical, IAP family, fluorescence polarization (AID 1018); 0.007% of 200,000 active; displacement, % at 20 µM; hits with a dose series show IC50 in µM; XIAP BIR domain, fluorescence polarization peptide displacement; higher % means a stronger effect; in the data active = displacement above about 50%; note: a part of the inactive calls stands beside numbers as strong as those of hits
The depositor's hits bear a star; nt = not tested or not shown; [ ] = dose if it differs, or a comment. Cut-off read from the data, not from the text of the source, unless noted: active = inhibition above about 50%; inactive = the rest. Some of the compounds tested, so the mix of outcomes need not match the whole.

Results follow in this order: KOR beta-arrestin-1, NOD2 inhibition, TNAP activators, LYP phosphatase, PMI inhibitors, human PMI inhibitors, KOR beta-arrestin-2, NOD1 NF-kB reporter, XIAP displacement
(1) Cc1cccc(NC(=O)CSc2nncn2-c2ccccn2)c1
  0.8%, 5%, 1.1, -10%, 11%, 14%, -8%, 9%, -1.8%
(2) O=C(Nc1ccccc1)c1ccc(-n2cnnn2)cc1
  -0.6%, -5%, nt, -6%, nt, nt, -5%, -35%, nt
(3) O=C1CCN(CCc2ccccc2)CCN1CCSc1ccccc1
  -1.6%, -80%, nt, -6%, nt, nt, -23%[20 µM], -85%, nt
(4) O=C(N/N=C/c1ccc(COc2ccc(Br)cc2)o1)c1ccc2c(c1)OCO2
  -3.5%, -71%, nt, 0%, nt, nt, -15%, -21%, nt
(5) CCOC(=O)N1CCN(C(=O)C(C)N(c2ccc(Oc3ccccc3)cc2)S(C)(=O)=O)CC1 (configuration not stated)
  -2.6%, 27%, 1.1, 2%, 14%, 12%, -81%, 16%, -1.7%
(6) O=C(NCc1ccc(Cl)cc1)C1CCC(=O)N(C2CC2)C1 (configuration not stated)
  5.5%, -13%, nt, -6%, nt, nt, -67%, 2%, nt
(7) COc1cccc(N2C(=O)c3cccnc3C2O)c1 (configuration not stated)
  -4.1%, 3%, nt, -4%, nt, nt, 19%, -6%, nt
(8) O=C(NCc1ccco1)c1nn2c(C(F)(F)F)cc(-c3cccs3)nc2c1Br
  -2.9%, 13%, 1, -4%, -5%, -23%, 20%, -5%, -15%
(9) COc1nc(OC)nc(N2CCC(NC(=O)C(Cc3ccc(C(C)C)cc3)NC(C)=O)CC2)n1 (configuration not stated)
  -7.7%, -5%, 1, -8%, 7%, 2%, -83%, 11%, -9.4%
(10) CCC(=O)OCCCCCCOc1ccc(C(=O)O)cc1
  1.3%, 18%, 1, 2%, 0%, -10%, 9%, -21%, -2.1%

Record cards, as listed above.
Entry for Cc1cccc(NC(=O)CSc2nncn2-c2ccccn2)c1 : KOR beta-arrestin-1: 0.8%; NOD2 inhibition: 5%; TNAP activators: 1.1; LYP phosphatase: -10%; PMI inhibitors: 11%; human PMI inhibitors: 14%; KOR beta-arrestin-2: -8%; NOD1 NF-kB reporter: 9%; XIAP displacement: -1.8%
Entry for COc1cccc(N2C(=O)c3cccnc3C2O)c1 (configuration not stated) : KOR beta-arrestin-1: -4.1%; NOD2 inhibition: 3%; TNAP activators: nt; LYP phosphatase: -4%; PMI inhibitors: nt; human PMI inhibitors: nt; KOR beta-arrestin-2: 19%; NOD1 NF-kB reporter: -6%; XIAP displacement: nt

Additional structures:
Results follow in this order: KOR beta-arrestin-1, NOD2 inhibition, TNAP activators, LYP phosphatase, PMI inhibitors, human PMI inhibitors, KOR beta-arrestin-2, NOD1 NF-kB reporter, XIAP displacement
(11) CCOc1ncccc1C(=O)OCC(=O)c1cc(OC)c(OC)c(OC)c1
  -2.4%, 4%, nt, -6%, nt, nt, 15%, 7%, nt
(12) CC(C)C[C@H](NC(=O)Nc1ccc2c(c1)OCCO2)C(=O)O
  4.4%, 0%, nt, -1%, nt, nt, nt, 5%, nt
(13) Cc1ccccc1CCN(C(=O)c1csnn1)C(C(=O)NC1CCCC1)c1ccco1 (configuration not stated)
  -1.1%, 1%, nt, 0%, nt, nt, 4%, -2%, nt
(14) O=C(NC12CC3CC(CC(C3)C1)C2)C1CCCN1C(=O)Nc1ccccc1 (configuration not stated)
  -2.1%, 7%, nt, 0%, nt, nt, 16%, -17%, nt
(15) CCCNC(=O)COC(=O)c1cccnc1Nc1ccccc1F
  0.9%, -23%, 0.9, 2%, 4%, -7%, 3%, -32%, -2.3%
(16) COc1cc2c3c(c1)c(N=NC(N)=S)c(O)n3C(C)(C)C=C2C
  4.3%, 15%, nt, 0%, nt, nt, 19%, -11%, nt
(17) CCCC(=O)Nc1sc2c(c1C#N)CCCCC2
  2.3%, 17%, 1.1, 10%, -2%, -2%, 2%, -13%, 1.2%
(18) Fc1ccc(CNC(=S)Nc2ccc(OC(F)F)cc2)cc1
  4.6%, -3%, 1.1, -12%, 2%, 5%, 28%, -21%, -3.9%
(19) COC(=O)N/N=C/c1cc(Cl)cc(Cl)c1OCc1ccc(F)cc1
  2.4%, 10%, 1.1, -8%, -1%, 3%, -13%, 11%, -4.0%
(20) COc1ccc(CCN(C)C(=O)C23CC4CC(CC(Cl)(C4)C2)C3)cc1OC
  9.3%, -2%, nt, -10%, nt, nt, -3%, -17%, nt
(21) CCc1ccccc1-n1nnnc1SCC(=O)Nc1ccc(N2CCN(C)CC2)cc1
  -1.3%, -21%, nt, -13%, nt, nt, -16%, -22%, nt
(22) COc1ccc(NCc2nnc(SCC(=O)Nc3cc(C)cc(C)c3)o2)cc1
  -0.4%, 11%, 1.1, 4%, 33%, 28%, -48%, 10%, -4.8%
(23) Cc1ccc(C)c(NC(=O)C(=O)NCCc2c[nH]c3ccccc23)c1
  -4.1%, -3%, 1, 3%, 10%, 13%, 4%, -37%, -7.1%
(24) O=C(N/N=C/c1cccnc1)c1cccc(F)c1
  1.5%, 4%, nt, -8%, nt, nt, -41%[20 µM], -20%, nt
(25) CCCn1c(N2CCN(C(=O)NCc3ccccc3)CC2)nc2ccccc21
  3.9%, 13%, nt, -5%, nt, nt, 21%, -5%, nt
(26) CC1CN(S(=O)(=O)c2ccc(C(=O)Nc3nc(-c4cc5ccccc5o4)cs3)cc2)CC(C)O1 (configuration not stated)
  5.7%, 34%, 1, -7%, -2%, -11%, -46%, 1%, -8.9%
(27) CCOC(=O)c1c(C)n(C)c2ccc(OC(=O)c3ccco3)cc12
  -3.3%, -2%, 1.1, -5%, 6%, 5%, -24%, nt, -2.2%
(28) OCCNc1nc(Nc2ccc(O)cc2)nc2ccccc12
  4.6%, 12%, nt, -1%, nt, nt, 16%, 2%, nt
(29) O=C(CCCC(=O)N(CC(=O)NC1CCCC1)C1CCCC1)Nc1ccccn1
  -0.5%, -17%, 1.1, -1%, -12%, -12%, 49%, 27%, -6.7%
(30) CC(C)N1CC(C(=O)Nc2ccc(F)c(Cl)c2)CC1=O (configuration not stated)
  0.4%, 5%, nt, -10%, nt, nt, 3%[20 µM], 37%, nt

Reprinted from the part before: 6 compounds, followed by the next part.
Results follow in this order: KOR beta-arrestin-1, NOD2 inhibition, TNAP activators, LYP phosphatase, PMI inhibitors, human PMI inhibitors, KOR beta-arrestin-2, NOD1 NF-kB reporter, XIAP displacement
(25) CCCn1c(N2CCN(C(=O)NCc3ccccc3)CC2)nc2ccccc21
  3.9%, 13%, nt, -5%, nt, nt, 21%, -5%, nt
(26) CC1CN(S(=O)(=O)c2ccc(C(=O)Nc3nc(-c4cc5ccccc5o4)cs3)cc2)CC(C)O1 (configuration not stated)
  5.7%, 34%, 1, -7%, -2%, -11%, -46%, 1%, -8.9%
(27) CCOC(=O)c1c(C)n(C)c2ccc(OC(=O)c3ccco3)cc12
  -3.3%, -2%, 1.1, -5%, 6%, 5%, -24%, nt, -2.2%
(28) OCCNc1nc(Nc2ccc(O)cc2)nc2ccccc12
  4.6%, 12%, nt, -1%, nt, nt, 16%, 2%, nt
(29) O=C(CCCC(=O)N(CC(=O)NC1CCCC1)C1CCCC1)Nc1ccccn1
  -0.5%, -17%, 1.1, -1%, -12%, -12%, 49%, 27%, -6.7%
(30) CC(C)N1CC(C(=O)Nc2ccc(F)c(Cl)c2)CC1=O (configuration not stated)
  0.4%, 5%, nt, -10%, nt, nt, 3%[20 µM], 37%, nt
(31) OCCC1CN(Cc2cccc(C(F)(F)F)c2)CCN1Cc1ccccc1 (configuration not stated)
  nt, 12%, 1, -8%, 16%, 20%, -21%, -1%, -13%
(32) CC(C)(C)n1nnnc1C(c1cc2cc3c(cc2[nH]c1=O)OCO3)N1CCN(c2ccccc2)CC1 (configuration not stated)
  -0.7%, 9%, 1.1, 0%, 10%, 19%, -11%, -27%, -4.3%
(33) CSc1cccc(NC(=O)c2ccco2)c1
  6.1%, -12%, 1.1, -9%, 9%, 11%, -5%, -14%, 3.1%
(34) O=C(CCC1CCCCC1)N1CCN(Cc2ccc3c(c2)OCO3)CC1
  -4.3%, 3%, 1.1, 1%, 17%, 17%, 3%, -21%, -2.4%
(35) CSCC[C@H](NC(=O)C1CCN(S(=O)(=O)c2ccccc2)CC1)C(=O)NC1CC1
  1.4%, 8%, nt, -4%, nt, nt, -24%, -11%, nt
(36) CCc1c(C)sc(NC(=S)Nc2nc(C)cc(C)n2)c1C(=O)OC
  -1.8%, 14%, 1.1, 1%, nt, 31%, -46%, 12%, -3.2%
(37) Cc1ccc(N2C(=O)c3ccc(C(=O)N4CCN(c5ccccc5F)CC4)cc3C2=O)cc1
  0.0%, 11%, 1, -11%, 2%, 2%, 8%, 10%, -4.0%
(38) CCn1c(=S)[nH]c2ccccc21
  1.3%, 18%, 0.9, -2%, 8%, -1%, -7%, -13%, -3.6%
(39) CCc1ccc(C2C3=C(CC(C)(C)CC3=O)OC3=C2C(=O)CC(C)(C)C3)cc1
  -0.6%, 2%, 1, -3%, 4%, 10%, -44%, 2%, -0.5%
(40) CCc1nc(C)cn1S(=O)(=O)c1ccc([N+](=O)[O-])cc1
  1.0%, 10%, 1.1, -11%, -4%, -7%, -14%, -1%, -4.2%
(41) CC(CN1CCCCC1)OC(=O)c1ccc(Cl)cc1 (configuration not stated)
  0.1%, 6%, 1, -3%, 4%, 5%, 4%, -7%, -1.7%
(42) O=C(CN1CCN(C(c2ccccc2)c2ccccc2)CC1)Nc1ccc(N2CCOCC2)cc1
  2.7%, 7%, 1.1, -2%, 1%, 7%, -7%, -34%, -4.4%
(43) Cc1sc2nc(-c3cccnc3)nc(Cl)c2c1-c1ccccc1
  4.6%, 12%, 0.8, -5%, 0%, -3%, -36%, 15%, -8.3%
(44) CCC1(C)Cc2ccccc2-c2nc(NCCO)n(-c3ccccc3)c(=O)c21 (configuration not stated)
  14%, 24%, 1, -16%, 13%, 10%, -4%, -16%, -6.2%
(45) COc1ccc2nc(NC(=O)CSc3nnc4n3C(C)(C)Cc3ccccc3-4)sc2c1
  8.1%, 3%, 0.9, -6%, -1%, -2%, 40%, -15%, -2.7%
(46) CCCc1c(C(=O)N/N=C(\C)c2ccc(O)cc2)nnn1-c1nonc1N
  -8.8%, -2%, nt, -13%, nt, nt, -34%, -26%, nt
(47) CCOC(=O)C1=C(CSc2nccn2C)NC(=O)NC1c1ccc(OC)cc1 (configuration not stated)
  1.3%, -8%, 0.9, -1%, 0%, -6%, 30%, -21%, -4.6%
(48) COc1cccc(OC)c1C1=NC(C)(C)CO1
  9.9%, 12%, nt, -7%, nt, nt, -6%, 2%, nt
(49) Cc1nc(C#N)c(NCc2ccc3c(c2)OCO3)o1
  -3.8%, 12%, 1.1, -8%, 4%, -1%, 23%, 16%, -20%
(50) O=C(NC(=S)NCc1ccccc1)c1cccc(Cl)c1
  0.6%, -18%, nt, 6%, nt, nt, -14%, 15%, nt
(51) CCN1C(=O)CC(Sc2ccccc2C(=O)O)C1=O (configuration not stated)
  -0.9%, 10%, 1, -9%, -12%, -10%, -16%, 1%, -4.3%
(52) COc1ccc(CN2CCc3c([nH]c4ccccc34)C2)cc1Br
  4.5%, 0%, nt, 0%, nt, nt, -209%[20 µM], -17%, nt
